Source: PubChem
Shn3 3UTR inh: Schnurri-3 reporter inhibition in Clone20 osteoblasts | 360,000 tested, 0.52% active | Clone20 osteoblast Shn3 3'UTR firefly luciferase, 24 h | inhibition, % at 12.5 µM;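 active means mean inhibition of at least 75% with every replicate also reaching 75%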;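 further: 0% = median of neutral control wells and 100% = pilot-screen positive control compound; some compounds past the cut are filed as inactive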
HIF-2a block: HIF-2a inhibition. 786-0 RCC cells HIF-2a reporter, luciferase luminescence, overnight. inhibition, % at 18.8 µM. 360,000 tested, 0.72% active. AID 624352;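 active means inhibition of the luminescence signal of 40% or more relative to plate controls, in a single-dose primary screen at 18.75 µM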
CF NFkB inh: inhibitors of cystic fibrosis induced NF-kB; KKLEB NF-kB-GFP reporter, PAF-induced, GFP fluorescence overnight; inhibition, % at 5 µM; 360,000 tested, 0.86% active;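 active means at least 50% inhibition at 5 µM, scaled per plate between neutral and stimulator controls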;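 further: PAF is a Pseudomonas aeruginosa culture filtrate used as stimulus; plate controls were PAF-stimulated DMSO wells for no effect and unstimulated DMSO wells for full effect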
NR2E3 ag-1: human photoreceptor-specific nuclear receptor agonism. 360,000 tested, 0.35% active. AID 602229. Q9Y5X4. inhibition of corepressor binding, % at 3.98 µM. CHO-S Gal4-NCOR/VP16-NR2E3 two-hybrid, luciferase;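 active means inhibition above the mean of all tested compounds plus 3 SD, cut at about 70% in these data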;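 further: 0% = DMSO with NR2E3 transfected cells and 100% = cells lacking NR2E3 construct; higher means lower luciferase signal from less NR2E3 corepressor binding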
Target sequence (Q9Y5X4 whole entry, looked up, the tested form may be a part): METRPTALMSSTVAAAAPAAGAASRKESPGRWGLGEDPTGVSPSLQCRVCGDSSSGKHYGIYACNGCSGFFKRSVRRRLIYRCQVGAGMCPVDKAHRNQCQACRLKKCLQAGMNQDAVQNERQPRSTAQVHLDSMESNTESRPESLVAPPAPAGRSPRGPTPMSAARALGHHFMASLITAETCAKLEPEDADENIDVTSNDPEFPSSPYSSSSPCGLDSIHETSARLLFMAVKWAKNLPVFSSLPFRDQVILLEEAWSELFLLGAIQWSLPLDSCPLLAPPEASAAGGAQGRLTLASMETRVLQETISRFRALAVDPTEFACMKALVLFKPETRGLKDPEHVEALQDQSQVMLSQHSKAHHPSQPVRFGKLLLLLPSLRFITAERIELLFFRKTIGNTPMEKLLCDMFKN
NR2E3 ag-2: agonists of human nuclear receptor NR2E3; 320,000 tested, 0.12% active; Q9Y5X4; inhibition of corepressor binding, % at 4.78 µM; AID 2300; GST-NR2E3/biotin-RetCOR TR-FRET, 1536-well;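 active means percent inhibition above the cutoff of mean plus 3 SD of all tested compounds, set per screening campaign, cut at about 20% in these data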;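 further: 0% = DMSO wells and 100% = biotin wells as full block of FRET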
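Test system: GST-NR2E3 and biotin-RetCOR proteins | Quantity: 1.35 nM GST-tagged NR2E3 final | Medium: Tris pH 7.5 | Also added: 7 nM biotin-RetCOR | Dosing: Compound at 4.8 µM, single dose | Timing: 5 h at 4 °C | Detection: Time-resolved FRET | Read-out basis: Percent inhibition | Benchmarks: Biotin wells as high control, 0.6% DMSO wells as low control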
KKLEB tox: CF airway cell cytotoxicity counter-screen; KKLEB CF airway cells viability, ATPlite luminescence, overnight; stronger effect = lower value; cells stimulated with P. aeruginosa culture filtrate; activity change (cytotoxicity), % at 5 µM; 360,000 tested, 0.36% active; AID 602141;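 active means corrected activity change at or below -50% at 5 µM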
TROY NFkB inh: inhibitors of TROY-dependent NF-kB signaling; 360,000 tested, 0.98% active; Q293 LMP1-TROYcd NF-kB luciferase reporter, 4 h; inhibition, % at 10 µM;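 active means compounds whose plate-normalised and pattern-corrected inhibition of the luciferase reporter signal at the single screening dose is 50% or more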
C8 TRAIL sens: caspase-8 TRAIL sensitization | 360,000 tested, 1% active | inhibition (viability loss, TRAIL sensitization), % at 10 µM | NB7+C8 cells + TRAIL, ATPlite viability luminescence;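 active means compounds causing at least 50% loss of cell viability in the single-dose screen, relative to plate controls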
TWEAK-Fn14 inh: blocks TWEAK-Fn14 interaction in a reporter cell assay; TWEAK-stimulated Fn14 reporter cells, luciferase luminescence, 8 h; inhibition, % at 10 µM; 360,000 tested, 2% active; AID 1159606; in the data active means inhibition above about 50%
MITF TRPM1 inh: inhibitors of MITF-driven TRPM1 promoter in melanoma cells. SK-MEL-5 TRPM1 promoter luciferase, 24 h. inhibition, % at 12.5 µM. 330,000 tested, 0.83% active. AID 488899;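 active means mean inhibition across replicates of 60% or more, whatever share of single replicates reaches that level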; further: values of inactives mirror those of a sister screen read the other way
Peg3 prom inh: Peg3 promoter activity inhibition; HeLa PEG-Prom luciferase reporter, luminescence, overnight; inhibition, % at 20 µM; 360,000 tested, 1.7% active;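 active means inhibition of at least 50% at 20 µM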
* hit, by the source's call; nt = no result given.

SMILES	Shn3 3UTR inh	HIF-2a block	CF NFkB inh	NR2E3 ag-1	NR2E3 ag-2	KKLEB tox	TROY NFkB inh	C8 TRAIL sens	TWEAK-Fn14 inh	MITF TRPM1 inh	Peg3 prom inh
Cc1ccc2c(c1)N(CC(=O)NCc1cccs1)C(=O)C(C)O2 (configuration not stated)	-3	0	-7	-17	-7	-7	-4	-7	-3	2	0
CC1CC(=O)C2=C(C1)Nc1ccccc1SC2c1ccc(F)cc1 (configuration not stated)	15	29	-3	-8	6	4	67*	3	8	8	18
CC1=C(C(=O)N2CCOCC2)CC(CC(=O)NCc2cccs2)C(=O)N1Cc1ccc(C(C)(C)C)cc1 (configuration not stated)	-8	7	-19	17	nt	8	-1	3	26	nt	6
Cc1cccc(-c2cc(=O)c(C(=O)O)cn2-c2ccc(F)cc2F)c1	-67	9	-6	-42	-1	-17	5	-12	7	2	-17
CC1CC(C)(C)CC2(C1)NC(=O)N(CC(=O)Nc1cc(C(F)(F)F)ccc1N1CCCCC1)C2=O (configuration not stated)	-15	14	16	-3	nt	-16	-18	4	11	13	20
Nc1ccn(CC(=O)NCCc2ccccn2)c(=O)n1	-5	10	-23	-14	3	16	-9	11	7	-5	3
O=C(O)CN1C(=O)/C(=C\c2cccc(OCc3ccc(Cl)cc3Cl)c2)SC1=S	-37	-212	-19	-93	nt	13	8	2	-16	-30	-232
COc1cc(OC)cc(C2=Cc3ccc(OC)cc3C(CC(C)=O)N2c2ccc(-c3cccs3)cc2)c1 (configuration not stated)	nt	-17	nt	-21	nt	nt	-16	1	-6	nt	nt
CC(=O)Nc1nc2c(C)c(Cl)ccc2s1	-24	-27	-11	-21	4	8	-6	-4	-13	16	-30
O=C(OCn1nnc2ccccc2c1=O)c1cn(-c2ccccc2)nc1-c1cccnc1	14	-6	1	0	2	1	-1	-20	13	1	1
Cc1cccc2nc(Cn3c(=O)n(CCCC(=O)NCc4ccco4)c(=O)c4ccccc43)cc(=O)n12	-2	26	-5	1	-4	5	-7	11	18	9	10
CCOC(=O)c1c(NC(=O)c2cccs2)sc2c1CC(C)(C)OC2	17	3	19	-61	-1	-14	23	-12	15	-10	7
CC(C)Oc1ccc(Oc2ccc(C(F)(F)F)cn2)cc1	-26	-8	-13	-6	4	2	4	-10	-15	-25	4
COc1cccc(CNC(=O)c2cc3oc4ccccc4c3n2C)c1OC	-1	-18	4	4	2	-11	-12	14	-109	10	-6
CCOc1ccccc1C(=O)NCC(=O)N(C)CC(=O)Nc1ccc(N2CCOCC2)cc1	-10	-2	19	-9	nt	-5	9	11	-2	nt	4
O=C(Cc1ccc(-n2c(=O)c3ccccc3n(Cc3ccccc3Cl)c2=O)cc1)NCC1CCCO1 (configuration not stated)	15	16	3	0	-3	0	18	7	23	9	7
CCOc1ccc(NC(=O)C2(c3ccc(OC)c(OC)c3)CCCC2)cc1	19	9	3	1	-2	1	6	3	-3	-4	-1
COc1ccc(NC(=O)c2oc3ccccc3c2CSC)cn1	-10	-43	2	-13	nt	6	-4	-15	-15	-1	-18
CCn1c(SCC(=O)c2ccc3ccccc3c2)nnc1-c1ccco1	-33	-4	-22	-34	-1	16	-8	-4	10	-7	12
CC1CC(C)CN(C(=O)Cn2c(=O)oc3cc(S(=O)(=O)N4CCCC4)ccc32)C1 (configuration not stated)	-32	10	7	-13	0	-5	-10	-4	4	-10	1
CC(C)(C)c1ccc(CC(=O)N2CCC2(C)C(=O)NS(=O)(=O)c2cccc(OC(F)F)c2)cc1 (configuration not stated)	7	7	-1	28	nt	2	8	-5	-8	nt	3
CCN(CC(=O)Nc1ccccc1OC)C(=O)C1CCCC1	-2	12	23	-11	2	-2	-14	-5	-5	9	12
COc1cccc(-c2nc(CN3CCN(C(=O)c4ccco4)CC3)c(C)o2)c1OC	7	5	-15	1	nt	21	-7	-12	-4	nt	-6
CN1CCN(c2cc(N3CCN(C(=O)c4ccco4)CC3)c3c4c(onc24)-c2ccccc2C3=O)CC1	0	11	3	4	-7	-8	17	19	0	4	48
COc1ccc(-n2ncc3c(N4CCN(c5cccc(C)c5C)CC4)ncnc32)cc1	16	11	-13	22	2	-20	8	9	-83	nt	68*
CCCCNS(=O)(=O)c1cc(-c2nn(C)c(=O)c3ccccc23)ccc1C	16	7	-3	-33	0	-18	5	-2	7	7	19
COc1ccc(OCC(O)CNC(=O)Nc2ccc(Cl)cc2)cc1 (configuration not stated)	-3	3	-18	-17	0	10	-17	-3	-4	3	14
COc1cc(OC)c(C(=O)c2ccccc2[N+](=O)[O-])c(OC)c1	-17	5	0	-12	nt	2	2	12	6	nt	8
CCOc1cc(/C=N/NC(=O)CCc2n[nH]c(=O)[nH]c2=O)ccc1O	3	9	-16	20	1	13	-18	-2	-9	-13	-17
COC(=O)C1=CN(c2ccc(OC)cc2)C=C(C(=O)OC)C1c1cc(OC)c(OC)cc1OC	7	13	20	-2	-1	-3	-3	17	13	12	11
Cc1cccc(OC(C)c2ccnc3nc(/N=C/N(C)C)nn23)c1 (configuration not stated)	-22	15	5	-14	1	2	-9	-10	9	-1	12
COc1ccccc1N1CCN(S(=O)(=O)c2c(C)ccc3nsnc23)CC1	16	0	9	-6	-1	-2	-5	-9	0	2	19
CC1CCN(Cc2c(C#N)c3ccccc3n2C)CC1	1	10	10	-22	0	-1	4	11	15	16	12
c1ccc2c(c1)CN1C(=N2)COc2ccccc2C1c1nc2ccccc2[nH]1 (configuration not stated)	nt	-175	nt	-58	nt	nt	-22	0	-14	nt	nt
O=C(c1cc([N+](=O)[O-])ccc1N1CCN(S(=O)(=O)c2ccc(Cl)c(Cl)c2)CC1)N1CCOCC1	-28	14	5	-6	6	2	2	9	7	0	-2
COc1ccc(C2C(C#N)=C(N)Oc3c2c(-c2ccccc2)nn3-c2ccccc2)c(OC)c1OC (configuration not stated)	9	-12	22	-11	-2	-1	23	9	-12	-7	16
O=C(COC(=O)C1CC1)NCc1ccccc1	0	0	-2	-5	nt	6	-3	-1	-2	-6	4
COC(=O)c1ccc(OCC(O)CN2CCN(C(=O)c3ccco3)CC2)cc1 (configuration not stated)	-21	17	-3	0	1	8	-24	5	-6	12	15
Cc1ccc(Cl)c(NC(=S)N(CCCN2CCOCC2)Cc2ccco2)c1	30	3	3	0	4	3	5	-5	-8	-2	14
CC(CNCCCn1ccc(NC(=O)OCc2ccccc2)nc1=O)c1ccccc1 (configuration not stated)	1	5	3	-5	nt	10	4	8	-5	-10	0
COc1ccc(Cl)cc1NC(=O)CN(C)C(=O)c1ccc(-n2nc(C)cc2C)cc1	27	-3	-11	20	2	-8	13	-16	7	6	19
CC(C)n1nnnc1SCC(=O)NC1CCCC1	-5	-27	5	-32	6	-18	-11	2	-8	-5	-16
CNC(=S)N(CCCn1ccnc1)Cc1c(F)cccc1Cl	-4	17	-5	7	0	5	9	15	37	5	16
COC(=O)[C@@H](Cc1ccccc1)NC(=O)Cn1cnc2c(SC)nc(N)nc21	-2	7	-14	-29	nt	7	-5	9	9	12	-9
O=C(CSc1nc(=O)n(CCCN2CCOCC2)c2c1CCC2)Nc1ccc([N+](=O)[O-])cc1	3	2	-21	2	2	-7	-9	31	0	-1	13
COc1cc2c(cc1OC)/C(=C/C(=O)c1cccc([N+](=O)[O-])c1)NCC2	50	-8	36	-20	2	-20	-1	-3	0	-23	15
CN(C)c1ccc(C(CNC(=O)c2ccccc2F)c2c[nH]c3ccccc23)cc1 (configuration not stated)	13	-1	-6	-24	3	14	1	-6	-1	4	-11
COc1ccc(-c2csc(NC(=O)c3ccc(OCC(=O)N4CCOCC4)c(OC)c3)n2)cc1	46	-64	-6	-18	1	-12	37	32	46	15	43
C=CCNc1oc(-c2cccs2)nc1S(=O)(=O)c1ccccc1	-13	10	2	-15	4	-1	-13	4	14	-5	9
Cc1ccc(NC(=O)c2ccc(Cl)c(S(=O)(=O)N3CCc4ccccc43)c2)nc1	17	-97	13	-22	nt	-8	-7	17	50	6	-86

An excerpt from above in order of their number in CF NFkB inh, falling:
structure	CF NFkB inh
CNC(=S)N(CCCn1ccnc1)Cc1c(F)cccc1Cl	-5
CN(C)c1ccc(C(CNC(=O)c2ccccc2F)c2c[nH]c3ccccc23)cc1 (configuration not stated)	-6
COC(=O)[C@@H](Cc1ccccc1)NC(=O)Cn1cnc2c(SC)nc(N)nc21	-14
O=C(CSc1nc(=O)n(CCCN2CCOCC2)c2c1CCC2)Nc1ccc([N+](=O)[O-])cc1	-21

(cont.)
SMILES	Shn3 3UTR inh	HIF-2a block	CF NFkB inh	NR2E3 ag-1	NR2E3 ag-2	KKLEB tox	TROY NFkB inh	C8 TRAIL sens	TWEAK-Fn14 inh	MITF TRPM1 inh	Peg3 prom inh
CN(C)c1nc(NCc2ccccc2)nc(SCC(N)=O)n1	-2	21	24	0	6	-10	-4	11	6	3	6
CCCCCCC(=O)N1C/C=C\C(c2ccc(OC)cc2)N(Cc2ccc(F)cc2)C(=O)C1 (configuration not stated)	-4	13	2	60	-2	-11	10	-3	8	9	16
Cc1cccnc1NC(=O)CNC(=O)c1sc2ccccc2c1Cl	0	-92	10	-42	4	-2	-31	11	5	-22	-72
CCOc1ccc(N/C(C)=C/C(=O)c2ccc(C)o2)cc1	-5	-108	-19	-19	0	13	-13	14	0	-68	-225
Cc1ccc(NC(=O)CN(C)C(=O)COC(=O)[C@@H](NC(=O)c2ccccc2F)C(C)C)cc1	12	7	-7	-11	nt	22	0	-12	-13	nt	23
CC1CCCN(C(=O)CCc2nnc(-c3ccc4c(c3)OCO4)o2)C1 (configuration not stated)	-73	-147	-7	-72	0	-4	-41	5	-9	-22	-137
O=C(O)c1ccc(OCCCCCCOC2CCCCO2)cc1 (configuration not stated)	-2	14	27	-45	-1	-8	-5	-2	-22	8	2
CCC(=O)Nc1cccc(NC(=S)NC(=O)c2ccccc2)c1	-76	-195	-16	-29	-2	0	-24	-22	-6	-51	-151
Cn1c(=O)c2c(nc(N3CCN(c4ccc([N+](=O)[O-])cc4)CC3)n2C)n(C)c1=O	-1	29	10	-8	3	-13	18	12	-3	nt	12
O=[N+]([O-])c1ccc(N2CCN(S(=O)(=O)c3ccccc3)CC2)cc1N1CCc2ccccc2C1	7	16	1	-15	1	16	-19	-5	-35	0	17
CCCC1CC(C(=O)NC(C(C)Cl)C2OC(SC)C(O)C(O)C2O)N(C)C1 (configuration not stated)	18	0	-12	4	2	16	-9	19	7	-16	9
COc1cc(CNS(=O)(=O)c2ccc3c(c2)CC(C)N3C(C)=O)cc(OC)c1OC (configuration not stated)	32	7	10	19	2	4	13	-3	8	5	1
O=C(Cc1ccc([N+](=O)[O-])cc1)Nc1ccc2c(c1)C(=O)NC2=O	0	25	6	-13	2	-8	4	-5	-19	-4	11

The list is partial; rates above refer to the full screens.
